Y pestis TopoI – Y. pestis Topo-I inhibition via cleavage products; 360,000 compounds, 0.064% hits; activity, % at 10 µM; Y. pestis Topo-I cleavage product accumulation, plate reader; in the data active = activity above about 50%, passing the limit was not always enough; inconclusive = no clear call, values can overlap the other calls; also: inactives centre near 2
SSB-PriA inh – blocks PriA binding to SSB C-terminal tail; AlphaScreen SSBct-PriA binding, biotinylated peptide; inhibition, % at 33 µM; 430,000 compounds, 0.6% hits; in the data active = inhibition mostly above about 37%, no sharp cut-off; inactive = mostly below about 20%;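 also: plate controls were negative control peptide for no effect and reference peptide for full effect; strong numbers were not always called active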
SARS 3CLpro inh – SARS-CoV 3CLpro protease inhibition; P0C6X7; recombinant SARS-CoV 3CLpro, quenched FRET peptide cleavage; inhibition, % at 6 µM; 290,000 compounds, 0.14% hits; AID 1706; in the data active = inhibition above about 12%
PfHsp40 rescue – rescue of PfHsp40-mediated yeast toxicity | 340,000 compounds, 0.68% hits | S. cerevisiae expressing PfHsp40, growth rescue, ATP luminescence | growth rescue, % at 12.5 µM; in the data active = growth rescue above about 28%, passing the limit was not always enough; inconclusive = no clear call, values can overlap the other calls;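 also: yeast W303a lacking pdr1 and pdr3 grown in galactose medium; growth measured after three days at 30 °C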
Vc quorum ag – inducers of Vibrio cholerae quorum light production without autoinducers; V. cholerae BH1578 lux reporter, luminescence, 6 h; activation, % at 18.7 µM; 350,000 compounds, 0.16% hits; AID 588436; in the data active = activation mostly above about 9.7%, no sharp cut-off; inconclusive = no clear call, values can overlap the other calls; inactive = mostly below about 3.7%; also: not every result past the cut was called active; inactives centre near 0; reference of the scale not given here
PrPC TRFRET – reduces human prion protein on the cell surface; P04156; cell surface PrPC, TR-FRET read-out; inhibition, % at 13.8 µM; 370,000 compounds, 0.43% hits; AID 720596; in the data active = inhibition above about 24%; also: 0% = median of the test wells and 100% = reference compound wells
TcdB GH inh – TcdB glycohydrolase inhibition; P18177; TcdB glycohydrolase enzymatic assay, plate reader; inhibition, % at 9.99 µM; 350,000 compounds, 0.24% hits; AID 652162; in the data active = inhibition above about 10%
BoNT A protease – blocks Botulinum neurotoxin A light chain protease | multiplex microsphere protease substrate cleavage, flow cytometry | inhibition, % at 10 µM | 360,000 compounds, 0.17% hits | AID 588499; also: plate controls were buffer without enzyme for full effect and enzyme alone for no effect
Anthrax LF prot – blocks Bacillus anthracis lethal factor protease | P15917 | multiplex microsphere protease cleavage assay, LF | inhibition, % at 10 µM | 360,000 compounds, 0.12% hits | AID 588501; also: plate controls were buffer without enzyme for full effect and enzyme alone for no effect
Target sequence (P15917 whole entry, looked up): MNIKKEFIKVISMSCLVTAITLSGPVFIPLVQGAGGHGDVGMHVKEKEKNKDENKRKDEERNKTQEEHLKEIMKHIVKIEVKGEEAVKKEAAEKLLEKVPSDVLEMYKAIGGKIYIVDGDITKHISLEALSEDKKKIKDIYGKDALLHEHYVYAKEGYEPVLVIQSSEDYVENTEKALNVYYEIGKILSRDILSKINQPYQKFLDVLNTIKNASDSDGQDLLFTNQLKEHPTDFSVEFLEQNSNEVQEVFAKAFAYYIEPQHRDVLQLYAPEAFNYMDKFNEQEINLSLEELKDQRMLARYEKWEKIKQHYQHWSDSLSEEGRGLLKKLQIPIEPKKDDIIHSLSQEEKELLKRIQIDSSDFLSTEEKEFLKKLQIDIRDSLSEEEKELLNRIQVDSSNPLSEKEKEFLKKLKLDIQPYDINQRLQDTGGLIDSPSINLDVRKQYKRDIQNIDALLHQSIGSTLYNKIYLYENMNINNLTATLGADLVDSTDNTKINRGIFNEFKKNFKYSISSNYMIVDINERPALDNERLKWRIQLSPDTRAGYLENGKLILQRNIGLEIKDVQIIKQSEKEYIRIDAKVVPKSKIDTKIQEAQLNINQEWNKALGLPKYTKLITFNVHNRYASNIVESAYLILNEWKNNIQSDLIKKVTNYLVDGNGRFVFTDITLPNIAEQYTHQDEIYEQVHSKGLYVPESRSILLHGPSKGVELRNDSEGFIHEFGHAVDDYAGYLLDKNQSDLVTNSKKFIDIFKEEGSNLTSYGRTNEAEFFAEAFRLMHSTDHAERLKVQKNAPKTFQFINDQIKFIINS
* = called active by the depositor; i = inactive; ? = inconclusive; . = no result given. Rule as the data show it, unless noted: active = inhibition above about 30%; inconclusive = no clear call, values can overlap the other calls; inactive = below that.

SMILES	Y pestis TopoI	SSB-PriA inh	SARS 3CLpro inh	PfHsp40 rescue	Vc quorum ag	PrPC TRFRET	TcdB GH inh	BoNT A protease	Anthrax LF prot
COc1ccc(CCN2CC(C(=O)NCCc3ccccc3C(F)(F)F)CCC2=O)cc1 (stereo not drawn)	2	9	-2	0.0	-0.9	-1	1.0	1.0	-3
CCOC(=O)C1CCN(/C=C2/C(=O)NC(=O)N(Cc3ccco3)C2=O)CC1	3	-11	-2	0.4	.	9	0.1	0.1	-2
CCOc1ccc(S(=O)(=O)N(C)c2ccc(OCC(=O)NCC3CCCO3)cc2)cc1 (stereo not drawn)	21	-7	1	2.6	i	-5	7.4	0.7	-4
CCOc1ccccc1Nc1nc2ccc(C)cc2n2cnnc12	-5	5	0	1.0	i	4	2.3	-2.5	10
Cc1ccccc1NC(=O)c1sc2nc[nH]c(=O)c2c1C	-7	-8	-6	-0.6	i	0	.	1.4	4
CC1CCCN(C(=O)CN2C(=O)c3ccccc3C2=O)C1 (stereo not drawn)	-6	-7	-1	-1.0	-0.3	-5	1.1	-1.1	5
CCCCN1CC[C@H]2C=CC[C@@H](C(=O)NCCc3ccccc3)[C@H]2C1=O	4	-34	.	0.2	i	2	1.1	0.0	2
Cc1cc2ncn(S(=O)(=O)c3ccc(F)cc3)c2cc1C	-3	-6	4	-0.6	-0.6	-2	0.5	-0.1	0
COc1cc(NC(=O)c2cc(C)on2)cc(OC)c1OC	-3	-1	-1	-0.9	0.3	.	0.4	0.7	1
CC1CN(C(=S)NC(=O)c2ccc(Cl)cc2)CC(C)O1 (stereo not drawn)	-8	-23	5	0.0	i	3	-1.4	-0.3	2
COc1cc(CCC(=O)OCC(=O)Nc2ccc(C)cc2Cl)cc(OC)c1OC	1	-8	2	2.6	-0.4	4	-5.4	-6.4	0
COc1ccc(OCC(=O)Nc2cccc(C(C)=O)c2)cc1	-2	-2	2	-0.4	3.1	-1	.	1.3	-5
O=C(NCc1ccco1)/C(=C/C=C\c1ccccc1)NC(=O)c1ccc(Br)o1	9	4	2	-0.6	0.7	-8	0.5	-0.5	-4
Cc1cc(NC(=O)c2ccc(C#N)cc2)n(-c2ccccn2)n1	10	-2	1	0.0	-1.4	2	0.5	-0.1	-6
O=S(=O)(c1ccccc1)N(CC1CO1)c1cccc2ccccc12 (stereo not drawn)	2	-4	4	-0.4	-0.2	-4	2.6	-0.1	0
O=[N+]([O-])c1cccc(S(=O)(=O)N/N=C\c2ccc3c(c2)OCO3)c1	-10	.	3	1.3	-0.5	-3	0.8	-3.2	-1
CN(CCCCC(=O)/C=N/O)Cc1ccccc1 (tested in a mixture with another compound)	10	.	4	0.0	.	2	.	-0.7	-8
CC(C)Oc1ccc(CN2CCC2(C)C(=O)Nc2ccc(Cl)c(Cl)c2)cc1 (stereo not drawn)	34	.	.	.	-0.3	-4	0.8	-0.6	-4
CC(C)N(Cc1nc(-c2ccccc2)no1)C(=O)c1ccc2c(c1)OCO2	5	9	0	-1.7	-0.4	.	1.1	-0.9	-2
O=C(c1ccc(N2CCOCC2)nc1)N1CCCCC1	11	-8	4	-1.0	0.9	1	1.6	0.3	4
Cc1ccsc1/C=N/n1c(-c2ccccn2)n[nH]c1=S	3	.	3	1.3	3.3	5	0.9	-0.8	1
COc1ccc(C2=NO[C@@H]3C(=O)N(Cc4ccccc4)C(=O)[C@H]23)cc1OC	-1	7	1	0.9	-0.4	0	.	-0.1	-3
OC1O[C@H](c2ccc3c(c2)OCO3)[C@H]2CO[C@H](c3ccc4c(c3)OCO4)[C@@H]12 (stereo partly drawn)	11	9	.	3.4	i	15	1.3	-0.2	-1
Cn1c(=O)c2cc(S(=O)(=O)N3CCC(c4ccccc4)CC3)ccc2n(C)c1=O	6	-1	1	1.0	i	-4	.	-0.5	0
Cc1oc(CC(C)C)cc1C(=O)Nc1cccc2ccccc12	-2	-8	0	24	i	0	.	0.2	-1
CNC(=O)/C(C#N)=C/c1c(N2CCN(c3ccccc3)CC2)nc2c(C)cccn2c1=O	11	32	-3	0.5	-0.3	-11	0.5	-0.6	-4
CC(C)=C1C2CCC1C1C(=O)N(c3nccs3)C(=O)C21 (stereo not drawn)	-6	7	-1	-0.4	-0.2	9	1.7	0.1	0
CCOc1ccccc1N1CCN(C(=O)c2cc(S(=O)(=O)N(C)C)ccc2N2CCCC2)CC1	2	-4	.	0.8	i	-2	1.4	2.2	0
Cc1ccc(S(=O)(=O)N(CC(=O)Nc2ccc(Cl)cc2)C(=O)N2CCN(C)CC2)cc1	-4	-7	.	0.3	-1.4	2	2.8	1.1	2
O=C(NCc1cccnc1)C1CCCN(S(=O)(=O)c2ccc(Br)cc2)C1 (stereo not drawn)	0	-13	2	-0.7	i	0	.	2.0	0

Quoted from the listing, ten compounds:
SMILES	Y pestis TopoI	SSB-PriA inh	SARS 3CLpro inh	PfHsp40 rescue	Vc quorum ag	PrPC TRFRET	TcdB GH inh	BoNT A protease	Anthrax LF prot
CC(C)Oc1ccc(CN2CCC2(C)C(=O)Nc2ccc(Cl)c(Cl)c2)cc1 (stereo not drawn)	34	.	.	.	-0.3	-4	0.8	-0.6	-4
CC(C)N(Cc1nc(-c2ccccc2)no1)C(=O)c1ccc2c(c1)OCO2	5	9	0	-1.7	-0.4	.	1.1	-0.9	-2
O=C(c1ccc(N2CCOCC2)nc1)N1CCCCC1	11	-8	4	-1.0	0.9	1	1.6	0.3	4
Cc1ccsc1/C=N/n1c(-c2ccccn2)n[nH]c1=S	3	.	3	1.3	3.3	5	0.9	-0.8	1
COc1ccc(C2=NO[C@@H]3C(=O)N(Cc4ccccc4)C(=O)[C@H]23)cc1OC	-1	7	1	0.9	-0.4	0	.	-0.1	-3
OC1O[C@H](c2ccc3c(c2)OCO3)[C@H]2CO[C@H](c3ccc4c(c3)OCO4)[C@@H]12 (stereo partly drawn)	11	9	.	3.4	i	15	1.3	-0.2	-1
Cn1c(=O)c2cc(S(=O)(=O)N3CCC(c4ccccc4)CC3)ccc2n(C)c1=O	6	-1	1	1.0	i	-4	.	-0.5	0
Cc1oc(CC(C)C)cc1C(=O)Nc1cccc2ccccc12	-2	-8	0	24	i	0	.	0.2	-1
CNC(=O)/C(C#N)=C/c1c(N2CCN(c3ccccc3)CC2)nc2c(C)cccn2c1=O	11	32	-3	0.5	-0.3	-11	0.5	-0.6	-4
CC(C)=C1C2CCC1C1C(=O)N(c3nccs3)C(=O)C21 (stereo not drawn)	-6	7	-1	-0.4	-0.2	9	1.7	0.1	0

(listing goes on)
SMILES	Y pestis TopoI	SSB-PriA inh	SARS 3CLpro inh	PfHsp40 rescue	Vc quorum ag	PrPC TRFRET	TcdB GH inh	BoNT A protease	Anthrax LF prot
CCOc1ccccc1N1C(=O)c2ccc(S(=O)(=O)c3ccc(C(=O)O)cc3)cc2C1=O	2	11	-7	5.8	-4.0	-4	0.7	-0.4	-9
CCOC(=O)N1CCN(C(=O)CCl)CC1	5	1	4	-1.2	i	0	0.9	0.9	-4
CN(C)S(=O)(=O)c1cccc(NC(=S)NCc2ccco2)c1	5	2	-2	2.0	i	1	1.2	-1.7	-4
O=C(NCC1COc2ccccc2O1)c1ccco1 (stereo not drawn)	-2	-8	-2	0.1	0.6	-2	.	-0.9	-2
CC1(NC(=O)CSc2nnc(-c3c[nH]c4ccccc34)n2C2CC2)CCS(=O)(=O)C1 (stereo not drawn)	6	-7	.	0.1	i	-2	1.0	-3.6	0
COc1ccccc1CNC(=O)CCC(=O)N1CC(C)Sc2ccccc21 (stereo not drawn)	26	-3	2	-0.2	-0.3	-3	0.7	0.8	-4
Cc1cccc(NC(=O)CNC(=O)[C@H]2O[C@@H](n3ccc(=O)[nH]c3=O)[C@H](O)[C@@H]2O)c1C	.	.	.	.	.	2	5.0	-0.7	-4
Cc1cc(=O)oc2cc(OCC(=O)NC3CC(C)(C)NC(C)(C)C3)c(Cl)cc12	0	-5	-3	-0.4	-6.2	-4	-0.1	-0.5	-4
O=C(COC(=O)/C=C/c1ccc(Cl)cc1)NC1CCCC1	2	1	.	0.6	i	-2	-1.2	0.0	-2
O=C(/C=C/c1ccccc1)CCN1CCCCC1	-2	-13	.	-0.5	i	-1	1.5	0.3	15
COc1ccc(N2CSC3=C(C#N)C(c4cccc(OC)c4OC)CC(=O)N3C2)cc1 (stereo not drawn)	3	4	-1	0.2	i	-3	-4.3	0.4	-4
COc1ccc(C2c3[nH]c4ccccc4c3C[C@H]3C(=O)N(C4CCN(Cc5ccccc5)CC4)CC(=O)N23)cc1OC (stereo partly drawn)	8	-1	-3	-0.4	i	-8	0.0	-5.7	-15
CC(C)NC(=O)Nc1ccc(Br)cc1Cl	1	-7	4	0.5	-0.2	5	.	-0.4	-1
Cc1cccc(CC(=O)NC2CCS(=O)(=O)C2)c1 (stereo not drawn)	-5	3	.	1.1	i	-4	0.4	1.6	3
COc1ccc(CNC(=O)CN(Cc2ccccc2)C(=O)c2csnn2)cc1	-2	-9	-7	0.3	-0.3	-2	.	1.1	0
CC1(C)CC(=O)c2sc(NC(=O)CN3CCOCC3)nc2C1	-4	-19	5	2.0	i	2	.	-0.2	0
CS(=O)(=O)NCCSc1nnnn1-c1ccccc1	-3	1	0	-0.8	-3.0	-3	.	-0.1	-1
CCc1ccc(-c2cc(C(F)(F)F)n3nc(C(=O)Nc4cnn(Cc5ccc(C)cc5)c4)cc3n2)s1	3	-26	2	-0.4	-8.4	.	.	6.6	0
O=C1CN(C(=O)COc2ccccc2F)c2ccccc2N1	-2	-3	-3	0.4	2.0	-2	.	-0.2	1
COc1ccc(NC(=O)C2=NN(C3CCS(=O)(=O)C3)C(=O)CC2)cc1S(N)(=O)=O (stereo not drawn)	1	-4	.	0.7	i	-1	0.1	0.8	6
CC1CC(=O)C2=C(C1)Nc1ccccc1SC2c1ccc(F)cc1 (stereo not drawn)	-3	-7	2	-0.6	i	7	-8.0	-0.6	0
Cc1ccc(/C=C/C(=O)OCC(=O)NCc2ccc(Cl)cc2)o1	6	-11	.	1.2	-1.5	2	0.1	-0.6	0
COc1ccc2c(C=O)cn(C)c2c1	4	-12	0	?	i	16	1.5	-0.5	-2
CC1CCCN(C(=O)COC(=O)COc2ccc(Cl)cc2)C1 (stereo not drawn)	14	2	.	-0.2	.	3	0.3	-0.1	-9
CN(C(=O)c1ccccc1C(=O)OCC(=O)NCc1ccccc1)C1CCCCC1	-2	-14	2	-0.9	2.5	14	-0.5	-0.2	-3
CCOC1=C2[C@H](c3ccccc3F)N(S(=O)(=O)c3ccc(C)cc3)C[C@H]2n2c(=O)n(-c3ccccc3)c(=O)n2C1	.	.	.	.	.	4	1.1	-0.5	10
CCC(C)(C)NC(=O)C(c1ccc(F)cc1)N(CCOC)C(=O)CCC(=O)Nc1nccs1 (stereo not drawn)	7	-5	-4	1.2	-0.3	4	-0.8	-5.5	-3
Cc1ccccc1CNC(=O)c1ccccc1NS(C)(=O)=O	-3	-23	-2	-0.9	0.9	5	1.6	-0.2	-4
Cc1ccc(C(=O)O/N=C(\N)c2ccccn2)c(C)c1	-2	i	-5	-1.2	-0.3	1	2.7	-4.0	-1
CCCCNC(=S)N(C)/N=C/c1c(F)c(F)c(F)c(F)c1F	33	.	3	-0.4	-0.3	-2	.	0.3	-1
CCCC(C)NC(=O)CSc1nnc(-c2c[nH]c3ccccc23)o1 (stereo not drawn)	9	-11	0	0.8	-0.7	-3	1.3	-1.1	-5
COc1ccc2c(c1)-c1c(ssc1=S)C(C)(C)N2S(=O)(=O)c1ccc(C)cc1	10	41	2	-1.1	-0.2	-7	.	0.9	1

Screening data: PubChem, several laboratories

This is a subset; the hit share may differ from the screen's.
